Bioassay records (PubChem BioAssay)
CRFR2-BP ag: agonists of human CRF-binding protein/CRF-R2 receptor complex; HEK293 CRF-R2/CRF-BP, calcium dye fluorescence (FLIPR); percent of saturating CRF peptide response; activation, % at 13.2 µM; actives 0.46% (n = 350,000); AID 588473;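 active = activation of at least 50%, plus an integration ratio under a set limit after plate pattern correction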;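 also: plate controls were neutral control wells without compound for no effect and CRF at EC100 for full effect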
MEKK3 PB1 HTS: modulators (inhibitors or enhancers) of MEK5 binding to human MEKK3 PB1 domain; actives 1.4% (n = 290,000); bead-based flow cytometry, Alexa488-MEK5 binding to MEKK3; actives lie on both sides; 0 = blocked by unlabeled MEK5, 100 = vehicle; binding response (% of control), % at 10 µM;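 active = binding response more than 3 SD above or below the average of its plate-row segment, actives on both sides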;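 also: Alexa488 bead fluorescence after subtracting the streptavidin-only scavenger bead signal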
Target sequence (Q99759 whole entry, looked up, the tested form may be a part): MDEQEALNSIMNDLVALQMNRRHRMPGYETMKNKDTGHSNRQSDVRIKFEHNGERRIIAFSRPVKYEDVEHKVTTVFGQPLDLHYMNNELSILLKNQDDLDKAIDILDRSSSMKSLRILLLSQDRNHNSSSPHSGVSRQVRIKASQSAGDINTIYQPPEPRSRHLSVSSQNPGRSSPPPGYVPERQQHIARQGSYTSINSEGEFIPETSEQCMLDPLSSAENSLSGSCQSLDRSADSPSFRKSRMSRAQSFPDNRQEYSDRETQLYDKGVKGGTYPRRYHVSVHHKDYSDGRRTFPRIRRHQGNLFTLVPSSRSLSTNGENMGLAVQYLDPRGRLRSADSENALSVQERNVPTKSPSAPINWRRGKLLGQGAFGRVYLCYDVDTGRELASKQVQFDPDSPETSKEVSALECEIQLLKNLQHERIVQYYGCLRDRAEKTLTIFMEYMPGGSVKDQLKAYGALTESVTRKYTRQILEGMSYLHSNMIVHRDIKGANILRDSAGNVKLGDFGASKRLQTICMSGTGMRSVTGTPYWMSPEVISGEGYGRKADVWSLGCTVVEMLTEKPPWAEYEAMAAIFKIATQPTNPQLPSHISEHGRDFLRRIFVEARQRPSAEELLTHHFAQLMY
MEKK2mut PB1 HTS: signal of MEK5 binding to mutant human MEKK2 PB1 domain; bead flow cytometry, Alexa488-MEK5 binding to MEKK2 mutant; percent response, % at 10 µM; actives 0.35% (n = 290,000); in the data active = percent response above about 24%, passing the limit was not always enough; also: inactives centre near 1; some results filed as inactive read as strong as hits
CRFR2-BP antag: antagonists of CRF-binding protein/CRF-R2 receptor complex | HEK293 CRF-R2/CRF-BP, CRF-induced calcium fluorescence | inhibition, % at 11.8 µM | actives 0.59% (n = 350,000) | AID 588475;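 active = inhibition of the ligand-induced calcium signal above about 50% at the single tested concentration, limit read from the data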
GalR3 antagonist: antagonists of human GalR3; inhibition, % at 3 µM; actives 0.44% (n = 360,000); AID 651719; O60755; HEK293 GalR3-CNG cAMP membrane potential fluorescence; galR3 body fused to GalR1 C-terminus;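 active = inhibition above the screen-wide average plus 3 SD, cut at about 13% in these data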;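 also: forskolin and galanin both at EC90 stimulate the cells; cAMP rise reported by CNG channel membrane potential dye signal; 0% = forskolin plus galanin with DMSO and 100% = forskolin alone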
Target sequence (O60755 1-299 limits assumed): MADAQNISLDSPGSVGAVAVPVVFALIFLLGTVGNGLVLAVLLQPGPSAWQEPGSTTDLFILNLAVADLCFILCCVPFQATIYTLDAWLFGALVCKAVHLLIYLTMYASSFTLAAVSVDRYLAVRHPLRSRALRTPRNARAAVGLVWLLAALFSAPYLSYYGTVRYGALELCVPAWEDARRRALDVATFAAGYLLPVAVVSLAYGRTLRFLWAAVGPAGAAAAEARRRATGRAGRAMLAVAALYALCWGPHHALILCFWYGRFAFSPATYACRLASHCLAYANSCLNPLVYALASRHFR
DNA FID counter: displaces DNA intercalator in HCV helicase counter-screen | DNA fluorescent intercalator displacement, fluorescence | inhibition, % at 7.9 µM | actives 0.17% (n = 290,000) | AID 1845; in the data active = inhibition above about 37%;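 also: 0% = vehicle and 100% = reference compound; higher means more ethidium bromide displaced from hairpin DNA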
MEKK2 WT-MEK5: raises or lowers MEK5 binding to wildtype human MEKK2 PB1 domain; bead flow cytometry, Alexa488-MEK5 binding to MEKK2 WT; actives lie on both sides; AID 1531; binding response (% of control), % at 10 µM; actives 1.1% (n = 290,000); Q9Y2U5; in the data active = binding response below about 67% or above about 130%
NS3 helicase inh: HCV NS3 helicase inhibition | AID 1800 | inhibition, % at 10.9 µM | NS3 helicase DNA unwinding, Cy5 molecular beacon fluorescence | actives 0.56% (n = 290,000);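 active = inhibition above the mean of all tested compounds plus 3 SD, set per campaign, cut at about 35% in these data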;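 also: 0% = DMSO wells and 100% = thioflavine S control wells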
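Control set: DMSO versus 110 µM thioflavine S; Material: NS3 helicase fragment of HCV; Measured by: Cy5 fluorescence at 0 and 60 min, beacon hairpin quenching; Read-out basis: percent inhibition from t60/t0 fluorescence ratio; Times: reaction time 60 min, 25 °C; Repeats: single replicate; Compound dosing: single dose, 10.9 µM nominal final, DMSO 0.8% final.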
SUMO HTRF inh: blocks human SUMOylation mediated by UBC9 | inhibition, % at 35 µM | P63279 | HTRF SUMOylation assay, SAE1/SAE2 + UBC9, in vitro | actives 0.36% (n = 290,000) | AID 2006; in the data active = inhibition above about 50%, passing the limit was not always enough; also: strong numbers were not always called active
Target sequence (P63279 whole entry, looked up): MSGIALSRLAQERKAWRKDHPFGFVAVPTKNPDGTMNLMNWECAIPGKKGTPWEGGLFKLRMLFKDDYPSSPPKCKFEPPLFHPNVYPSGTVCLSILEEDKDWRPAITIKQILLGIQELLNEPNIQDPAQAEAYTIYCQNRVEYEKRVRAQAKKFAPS
* = called active by the depositor; . = not tested or not shown. This is a subset, so the mix of outcomes need not match the whole.

SMILES	CRFR2-BP ag	MEKK3 PB1 HTS	MEKK2mut PB1 HTS	CRFR2-BP antag	GalR3 antagonist	DNA FID counter	MEKK2 WT-MEK5	NS3 helicase inh	SUMO HTRF inh
CCOC(=O)Nc1ccc2c(CN3CCC(C(=O)OC)CC3)cc(=O)oc2c1	-3.6	102	4	1	-7	-17	101	1	31
CC1CCc2nc(NC(=O)Nc3ccc4c(c3)OCO4)sc2C1 (stereo unspecified)	1.8	98	10	-48	-6	1	99	-8	15
CCOc1ccc(NC(=O)CSc2ccc(-c3ccccn3)nn2)cc1	1.5	105	8	8	-2	-1	109	-10	-13
Nc1c(C(=O)NCCN2CCOCC2)c2nc3ccccc3nc2n1-c1ccc2c(c1)OCO2	-0.5	121	7	10	-9	10	111	8	20
CCN(CC)CCNC(=O)c1ccccn1	1.4	99	0	-2	2	4	98	-7	-8
Cc1cc(C)c(S(=O)(=O)N2CCCCC2C(=O)O)c(C)c1 (stereo unspecified)	0.5	104	2	6	-3	-16	98	-1	21
CO/N=C/C(C#N)=C/c1ccc(OC)c(OC)c1	-0.7	91	-2	-23	-4	-8	92	4	-12
CCN(CC(=O)NCCN1CCOCC1)S(=O)(=O)c1ccc(F)cc1	-0.2	103	1	-10	-8	1	101	-1	2
O=C(O)CC1c2ccccc2S(=O)(=O)N1Cc1ccccc1 (stereo unspecified)	0.5	103	5	-10	0	.	106	.	4
CCOP(=O)(OCC)C(NC(=O)Nc1ccccc1)C(N)=O (stereo unspecified)	0.7	124	0	11	-3	4	100	4	20
Cc1ccc(N(C)S(=O)(=O)c2cc3c(cc2C)NC(=O)CO3)cc1	-2.0	97	-3	8	.	-19	93	-4	16
COC(=O)C1=C(CS(=O)(=O)c2ccc(OC)c(OC)c2)NC(=O)NC1c1ccc(O)c(OC)c1 (stereo unspecified)	0.9	99	4	5	-7	-9	100	6	11
CCCC(C(=O)NC1=NCCS1)c1ccccc1 (stereo unspecified)	3.7	112	0	-16	-6	-3	105	-9	28
O=C(CNC(=O)c1ccccc1)N/N=C/c1cn[nH]c1-c1ccccc1	-0.9	102	2	6	-2	-11	103	-19	20
CCOC(=O)CC1CCCCN1C(=O)c1ccc2nc(CCOC)oc2c1 (stereo unspecified)	-1.9	98	-1	-1	-7	-33	98	9	-1

Some of the entries above in a different format.
O=C(O)CC1c2ccccc2S(=O)(=O)N1Cc1ccccc1 (stereo unspecified)
  CRFR2-BP ag: 0.5 | MEKK3 PB1 HTS: 103 | MEKK2mut PB1 HTS: 5 | CRFR2-BP antag: -10 | GalR3 antagonist: 0 | DNA FID counter: . | MEKK2 WT-MEK5: 106 | NS3 helicase inh: . | SUMO HTRF inh: 4
CCOP(=O)(OCC)C(NC(=O)Nc1ccccc1)C(N)=O (stereo unspecified)
  CRFR2-BP ag: 0.7 | MEKK3 PB1 HTS: 124 | MEKK2mut PB1 HTS: 0 | CRFR2-BP antag: 11 | GalR3 antagonist: -3 | DNA FID counter: 4 | MEKK2 WT-MEK5: 100 | NS3 helicase inh: 4 | SUMO HTRF inh: 20
Cc1ccc(N(C)S(=O)(=O)c2cc3c(cc2C)NC(=O)CO3)cc1
  CRFR2-BP ag: -2.0 | MEKK3 PB1 HTS: 97 | MEKK2mut PB1 HTS: -3 | CRFR2-BP antag: 8 | GalR3 antagonist: . | DNA FID counter: -19 | MEKK2 WT-MEK5: 93 | NS3 helicase inh: -4 | SUMO HTRF inh: 16
COC(=O)C1=C(CS(=O)(=O)c2ccc(OC)c(OC)c2)NC(=O)NC1c1ccc(O)c(OC)c1 (stereo unspecified)
  CRFR2-BP ag: 0.9 | MEKK3 PB1 HTS: 99 | MEKK2mut PB1 HTS: 4 | CRFR2-BP antag: 5 | GalR3 antagonist: -7 | DNA FID counter: -9 | MEKK2 WT-MEK5: 100 | NS3 helicase inh: 6 | SUMO HTRF inh: 11

Next part
SMILES	CRFR2-BP ag	MEKK3 PB1 HTS	MEKK2mut PB1 HTS	CRFR2-BP antag	GalR3 antagonist	DNA FID counter	MEKK2 WT-MEK5	NS3 helicase inh	SUMO HTRF inh
COc1ccc(C2=NN(C(=O)C(O)c3ccccc3)C(O)(C(F)(F)F)C2)cc1 (stereo unspecified)	-0.2	110	12	-1	-10	-24	109	1	0
Cc1nc2ccccc2n1S(=O)(=O)c1cc(C(=O)O)ccc1Cl	-0.7	106	8	7	-10	-6	110	16	8
CCOC(=O)CSc1ccc(S(=O)(=O)N2CCCC2)cc1[N+](=O)[O-]	-4.0	98	-3	8	1	1	95	-8	8
COc1cccc(C(=O)Nc2cc(NC(=O)c3cccs3)ccc2C)c1OC	-0.5	109	24*	3	-9	-21	106	-3	4
CCCC(=O)Nc1cccc(Oc2nc(C)cc(C)c2C#N)c1	-2.1	103	3	8	-2	-2	103	-7	8
CCN(Cc1ccncc1)Cc1cn(C)nc1-c1ccc(Oc2ccccc2)cc1	-1.2	102	-7	1	0	-3	102	-13	2
CC(C)Oc1ccc(CCC(=O)NNC(=S)Nc2ccccc2)cc1	-0.7	87	-13	-5	-5	-9	85	-3	-55
O=C(O)c1ccc(S(=O)(=O)c2ccccc2C(=O)O)c([N+](=O)[O-])c1	0.3	104	9	0	-9	4	108	14	1
CCN(CC)CCNc1ccc(Cl)cc1[N+](=O)[O-]	8.1	101	0	19	-6	9	100	3	.
Cc1cc(C)c(S(=O)(=O)N2CCN=C2c2ccccc2)cc1C	9.5	97	-1	14	4	-11	99	-3	-4
Cc1ccc(C(=O)N2CCC3(CC2)Oc2ccc(Cl)cc2C(=O)C32CC(c3cccnc3)=NO2)s1 (stereo unspecified)	2.4	113	5	-5	-3	.	88	.	7
COc1ccc(NC(=O)c2cc([N+](=O)[O-])ccc2NC(=O)CNC2CCCCC2C)c(OC)c1 (stereo unspecified)	0.7	106	-3	-11	-6	2	100	-18	-22
CCCCCSc1nnc(-c2ccccc2NC(C)=O)c(=O)[nH]1	0.7	102	3	22	0	-8	98	12	7
COc1ccc(CNCc2ccco2)cc1OCc1ccccc1	-0.3	101	7	-19	-6	21	112	-6	-14
COc1cccc(CN2CCN(C(=O)Nc3ccc([N+](=O)[O-])cc3)CC2)c1	-1.0	98	2	22	-7	2	99	-11	7

Compound profiles (already shown).
Record of Cc1cc(C)c(S(=O)(=O)N2CCN=C2c2ccccc2)cc1C → CRFR2-BP ag = 9.5; MEKK3 PB1 HTS = 97; MEKK2mut PB1 HTS = -1; CRFR2-BP antag = 14; GalR3 antagonist = 4; DNA FID counter = -11; MEKK2 WT-MEK5 = 99; NS3 helicase inh = -3; SUMO HTRF inh = -4
Record of COc1ccc(CNCc2ccco2)cc1OCc1ccccc1 → CRFR2-BP ag = -0.3; MEKK3 PB1 HTS = 101; MEKK2mut PB1 HTS = 7; CRFR2-BP antag = -19; GalR3 antagonist = -6; DNA FID counter = 21; MEKK2 WT-MEK5 = 112; NS3 helicase inh = -6; SUMO HTRF inh = -14
Record of CCOC(=O)CSc1ccc(S(=O)(=O)N2CCCC2)cc1[N+](=O)[O-] → CRFR2-BP ag = -4.0; MEKK3 PB1 HTS = 98; MEKK2mut PB1 HTS = -3; CRFR2-BP antag = 8; GalR3 antagonist = 1; DNA FID counter = 1; MEKK2 WT-MEK5 = 95; NS3 helicase inh = -8; SUMO HTRF inh = 8

Carrying on:
SMILES	CRFR2-BP ag	MEKK3 PB1 HTS	MEKK2mut PB1 HTS	CRFR2-BP antag	GalR3 antagonist	DNA FID counter	MEKK2 WT-MEK5	NS3 helicase inh	SUMO HTRF inh
CCc1ccc(-c2cc(C(=O)N/N=C/c3ccccn3)[nH]n2)cc1	1.1	102	-1	-11	-7	-13	97	-5	14
Cc1c(C(=O)Nc2ccccc2)csc1-c1ccccc1	-1.3	103	-1	43	-4	2	99	14	5
CN=C(NC)SC1CC(=O)N(c2ccccc2)C1=O (stereo unspecified)	1.1	92	-11	-16	-1	-10	89	18	3
Cc1cc(C)n2nc(SCC(=O)Nc3ccc(O)cc3)nc2n1	-1.0	100	1	-12	-6	-1	102	-8	20
CCCCNC(=O)CSc1nc2ccccc2c(=O)n1C1CCCC1	-1.8	79	-19	8	-8	-21	79	-9	4
CN(CC(O)Cn1c2ccccc2c2ccccc21)S(C)(=O)=O (stereo unspecified)	-0.3	103	6	-7	-7	-9	104	-9	11
Cc1ccccc1S(=O)(=O)Cc1ccc(C(=O)NCCN(C)Cc2ccccc2)o1	-1.1	101	1	9	-8	14	106	0	-8
N/C(=N\OC(=O)CCCOc1ccccc1)c1ccc(Br)cc1	2.1	104	4	18	-4	2	103	-4	-29
O=[N+]([O-])c1ccc(O)c(-c2cc(C(F)(F)F)nc(-c3ccccc3)n2)c1	62*	103	-3	59*	-2	3	99	12	-14
Cc1noc(C)c1CSc1nc2ccccc2nc1NS(=O)(=O)c1ccc(Cl)cc1	30	103	0	13	.	-18	101	29	36
Cc1cccc(C)c1NC(=O)CN1C(=O)N(C)Cc2ccccc21	1.5	101	4	-10	-1	-4	100	3	16
Cc1cc(C)n(C(C)CC(=O)Nc2ccc(-c3ccno3)cc2)n1 (stereo unspecified)	-0.7	100	-1	8	-2	-21	100	18	8
COCC(C)N1CC(O)=C(c2nc(-c3ccc(Cl)cc3)cs2)C1=N (stereo unspecified)	-0.1	83	-6	20	-9	-2	90	-1	-47
Cc1ccc(NC(=O)Cn2c(=O)n(Cc3ccco3)c(=N)c3c4c(sc32)COC(C)(C)C4)cc1	2.3	102	-5	18	-2	-1	97	-2	7
C=CCNC(=S)N/N=C/c1ccc(C)s1	-2.3	103	-1	5	-6	-3	97	3	1
O=C(/C=C/c1ccc(O)c(O)c1)OC(Cc1ccc(O)c(O)c1)C(=O)O (stereo unspecified)	-0.4	102	2	-12	-7	-3	103	-5	19
CCOc1ccccc1N1CCN(C(=O)Nc2ccc(F)c(Cl)c2)CC1	0.0	102	2	-22	-4	-5	100	1	4
Cc1cccc(C)c1NC(=O)NC1(C(=O)NCCN2CCOCC2)CCCCC1	-0.6	99	-11	-1	-4	0	98	2	19
CCSc1nc2ccc(N3C(=O)C4C5C=CC(C5)C4C3=O)cc2s1 (stereo unspecified)	-4.9	101	7	-14	-2	-14	113	-3	1
Cc1cccc(C(C#N)c2ccc(Cl)nn2)c1 (stereo unspecified)	-5.6	109	3	16	-3	-3	109	17	15
CCn1nc(C)c(NC(=O)CC23CC4CC(CC(C4)C2)C3)c1C	-0.1	91	-2	-10	-7	-16	95	-4	4
Cc1nnc(C)n1/N=C/c1ccc(-c2ccccc2Cl)o1	-2.0	99	-4	12	-7	-29	96	-1	-3
Cc1cc(/C=C2\SC(=S)NC2=O)c(C)n1-c1cccc(O)c1	5.8	90	-20	3	-5	9	83	29	24
C/C(=C/C=N/Nc1nc(N2CCCCC2)nc(N2CCCCC2)n1)c1ccccc1	-0.6	101	1	-6	-4	-1	100	0	17
Nc1cc(-c2nc3ncccc3o2)ccc1Cl	-1.0	98	-4	-13	0	-6	108	-1	42
COC(=O)Nc1sc2c(c1C(=O)N1CCOCC1)CCC(C)C2 (stereo unspecified)	-1.8	98	7	-3	1	-3	99	4	5
COc1ccc(NC(=O)c2cc3ccccc3oc2=O)c(OC)c1	-0.7	103	2	3	-6	-3	106	3	8
Oc1ccc2ccccc2c1C=Nc1ccc(Cl)cn1	0.1	110	0	34	-2	1	105	10	55
CCOC(=O)c1ccc(COc2ccc(C(C)C)cc2)o1	0.9	104	6	5	1	-5	103	-9	-4
